# HTR5A ag ctr: counter-screen for OPRM1-OPRD1 agonists: human HTR5A agonism; P47898; HTR5A agonist assay, luminescence, cell-based; activation, % at 9.3 µM; hit rate 0.61% among 340,000; in the data active means activation mostly above about 9.5%, no sharp cut-off; inactive means mostly below about 7.6%;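 further: 0% = cells with vehicle only and 100% = reference agonist; strong numbers were not always called active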
# V-ATPase pH: alters yeast V-ATPase proton transport; response, % at 10 µM; S. cerevisiae, pHLuorin cytosolic pH fluorescence; hit rate 0.37% among 350,000; in the data active means response mostly above about 7.3%, no sharp cut-off; inactive means mostly below about 5.4%; further: actives read high; inactives centre near 0; some compounds called inactive have numbers as strong as hits; reference of the scale not given here
# NSD2 inh: inhibitors of human histone methyltransferase NSD2; hit rate 0.54% among 310,000; inhibition, % at 12.5 µM; AID 743445; NSD2 peptide methylation, AlphaScreen, 120 min; O96028; in the data active means inhibition above about 50%
# HTR5A inv ag: HTR5A inverse agonism, opioid heterodimer counter-screen. P47898. HTR5A cell line, luminescence. inhibition, % at 9.3 µM. hit rate 0.083% among 340,000; in the data active means inhibition mostly above about 23%, no sharp cut-off; inactive means mostly below about 18%;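 further: 0% = cells with DMSO and 100% = no-cell wells with DMSO; some compounds called inactive have numbers as strong as hits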
# Wnt act: activators of Wnt/beta-catenin signaling; activation, % at 9.35 µM; AID 743398; hit rate 1.2% among 300,000; Wnt/beta-catenin reporter cell assay, activator, plate reader; in the data active means activation above about 30%, passing the limit was not always enough; inconclusive means no clear call, values can overlap the other calls;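 further: 0% = neutral control wells and 100% = positive control wells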
# dFosB act: activators of mouse delta FosB homodimer; hit rate 0.99% among 340,000; P13346; purified delta FosB, TAMRA-CDK5 oligo fluorescence polarization; percent of positive-control signal above neutral wells; activation, % at 25 µM; AID 493131;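 active means mean activation above about 17%, with every replicate also reaching it, limit read from the data, passing the limit was not always enough; inconclusive means only one of the two conditions met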;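 further: fluorescence polarization rise as delta FosB binds a TAMRA Cdk5 AP-1 oligo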
# CDK5 p35 inh: CDK5/p35 (human) kinase inhibition; Q00535+Q15078; Recombinant CDK5/p35, ADP-Glo luminescence, 60 min; inhibition, % at 10 µM; hit rate 0.01% among 330,000; AID 488839;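 active means highest replicate inhibition of at least 50% and at least 75% of replicates reaching 50%; inconclusive means only one of the two criteria met; inactive means both criteria failed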;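 further: plate controls were DMSO neutral control for no effect and GW8510 at 10 µM for full effect; many of its hits are not listed in these tables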
# Target sequence (Q00535 whole entry, looked up): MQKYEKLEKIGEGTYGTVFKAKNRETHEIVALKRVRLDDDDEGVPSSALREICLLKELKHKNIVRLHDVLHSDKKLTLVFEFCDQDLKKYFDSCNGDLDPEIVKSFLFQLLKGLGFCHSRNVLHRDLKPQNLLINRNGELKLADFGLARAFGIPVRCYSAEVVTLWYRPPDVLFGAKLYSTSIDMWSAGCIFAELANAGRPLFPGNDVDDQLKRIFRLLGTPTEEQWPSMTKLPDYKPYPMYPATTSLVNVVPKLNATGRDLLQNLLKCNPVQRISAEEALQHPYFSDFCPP
# Target sequence (Q15078 whole entry, looked up): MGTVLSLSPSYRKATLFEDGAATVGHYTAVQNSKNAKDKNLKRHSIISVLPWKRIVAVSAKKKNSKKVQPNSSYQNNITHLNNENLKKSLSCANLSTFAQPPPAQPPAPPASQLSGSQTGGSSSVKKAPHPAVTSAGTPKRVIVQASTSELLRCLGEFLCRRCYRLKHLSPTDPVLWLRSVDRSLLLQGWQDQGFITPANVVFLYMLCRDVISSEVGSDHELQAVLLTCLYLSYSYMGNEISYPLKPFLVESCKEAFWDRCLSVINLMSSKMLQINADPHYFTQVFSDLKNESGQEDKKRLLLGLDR
# PvdQ acylase: blocks Pseudomonas aeruginosa PvdQ acylase activity. purified PvdQ acylase, fluorescence plate reader. inhibition, % at 10 µM. hit rate 0.063% among 340,000. AID 488965; in the data active means inhibition above about 30%, passing the limit was not always enough; inconclusive means no clear call, values can overlap the other calls;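 further: 0% = vehicle neutral wells and 100% = reference inhibitor wells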
# MITF TRPM1 HTS: activators of MITF-driven TRPM1 promoter activity in SK-MEL-5 cells; activation, % at 12.5 µM; hit rate 0.75% among 300,000; SK-MEL-5 TRPM1-promoter luciferase, 24 h; % of positive control, neutral wells = 0; AID 588334;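 active means mean activation of at least 80% with every replicate also reaching 80%; inconclusive means mean reaches 80% but some replicate falls short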;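 further: 0% = neutral control wells and 100% = parthenolide positive control wells; values of inactives mirror those of a sister screen read the other way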
# SR-BI DiI inh: blocks mouse SR-BI lipid uptake from DiI-HDL. ldlA[mSR-BI] CHO cells, DiI-HDL uptake fluorescence, 3 h. inhibition, % at 12.5 µM. hit rate 0.96% among 320,000;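 active means mean replicate inhibition of at least 70% and a set share of replicates each scoring 70 or more; inconclusive means meets just one of the two criteria; inactive means fails both criteria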;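 further: 0% = median of neutral control wells and 100% = median of positive control wells; values of inactives mirror those of a sister screen read the other way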
# Target sequence (Q61009 whole entry, looked up): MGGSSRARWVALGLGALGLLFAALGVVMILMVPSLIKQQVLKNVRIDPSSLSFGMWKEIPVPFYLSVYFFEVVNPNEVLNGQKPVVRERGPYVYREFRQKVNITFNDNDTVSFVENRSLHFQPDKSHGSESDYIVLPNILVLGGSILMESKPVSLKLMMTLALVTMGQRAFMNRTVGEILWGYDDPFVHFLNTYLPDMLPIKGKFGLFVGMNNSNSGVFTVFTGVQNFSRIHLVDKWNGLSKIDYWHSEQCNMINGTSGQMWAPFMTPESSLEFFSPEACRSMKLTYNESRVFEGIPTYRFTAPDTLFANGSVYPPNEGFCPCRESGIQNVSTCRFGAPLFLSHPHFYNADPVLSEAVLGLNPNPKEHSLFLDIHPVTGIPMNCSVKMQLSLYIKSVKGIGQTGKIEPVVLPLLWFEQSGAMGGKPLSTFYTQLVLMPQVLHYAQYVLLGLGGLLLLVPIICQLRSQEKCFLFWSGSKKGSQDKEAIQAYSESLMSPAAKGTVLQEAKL
# Active calls of the source: *; ? = inconclusive; . = no result given.
1) Cc1ccc(NC(=O)CCNS(=O)(=O)c2ccc3[nH]c(=O)oc3c2)cc1C
2) c1cncc(CNc2ncnc3sccc23)c1
3) C=CCn1c(SCc2ccc(C(=O)O)cc2)nc2sc(C)c(C)c2c1=O
4) COc1cccc(-n2sc3c(c2=S)-c2cc(OC)ccc2NC3(C)C)c1
5) CCOC(=O)c1cc2c(C(F)(F)F)cc(-c3ccccc3)nc2o1
6) O=c1[nH]nc2c3ccccc3cnn12
7) CCOC(=O)c1cccc(NC(=S)NC(=O)c2cccnc2)c1
8) O=C1C2CCCN2C(=O)N1CCCCN1CCN(c2cccc(Cl)c2)CC1 (centres undefined)
assay / compound	1	2	3	4	5	6	7	8
HTR5A ag ctr	3	-2	-1	0	-5	-2	-3	1
V-ATPase pH	4	1	1	2	-2	-2	0	0
NSD2 inh	35	0	1	19	0	3	0	4
HTR5A inv ag	-33	6	10	-6	13	-9	10	3
Wnt act	-2	0	-1	-14	-1	.	2	.
dFosB act	-3	0	-16	-4	-3	5	-6	-8
CDK5 p35 inh	-1.0	-0.6	0.5	0.2	-2.4	4.9	-0.1	-1.0
PvdQ acylase	1	-15	-6	-5	-6	-10	-17	-13
MITF TRPM1 HTS	-5	-4	-2	.	.	-2	1	2
SR-BI DiI inh	8	-18	.	66	76*	-40	8	-7

9) N#Cc1c(N)sc2c1CCN(CCc1ccccc1)C2
10) CC(=O)N1CCN(c2ccc(S(C)(=O)=O)cc2[N+](=O)[O-])CC1
11) Cc1[nH]c2ccccc2c1/C=C/C(=O)c1ccncc1
12) CCN(c1ccccc1)S(=O)(=O)c1cccc(C(=O)N2CCN(S(=O)(=O)c3ccccc3)CC2)c1
13) CC(C)(C)n1ncc2c(=O)n(CC(=O)NCc3ccccc3)cnc21
14) COc1cccc(CNC(=O)COc2cc3c(c4oc(=O)cc(C)c24)CCC(C)(C)O3)c1
15) Cc1ccccc1C(C(=O)NC1CCCCC1)N(C(=O)c1ccccn1)c1cccnc1 (centres undefined)
16) CC(CCNC(=O)c1ccccc1)(CCNC(=O)c1ccccc1)[N+](=O)[O-]
assay / compound	9	10	11	12	13	14	15	16
HTR5A ag ctr	-2	0	5	4	1	2	-4	2
V-ATPase pH	-6	0	1	1	-2	2	0	-3
NSD2 inh	.	37	-3	-1	7	.	1	-2
HTR5A inv ag	-17	0	5	8	4	6	9	-6
Wnt act	1	8	4	-1	.	0	2	-5
dFosB act	-5	10	-3	-9	3	-10	-5	-3
CDK5 p35 inh	-0.4	-0.3	0.5	-1.3	-1.0	-0.9	0.4	1.6
PvdQ acylase	0	-11	0	-6	1	-7	10	5
MITF TRPM1 HTS	6	-2	47	3	8	-4	1	8
SR-BI DiI inh	6	-2	20	-8	-18	77*	-24	12

# Rewritten with bars between the fields: three of the compounds above.
nr | Compound | HTR5A ag ctr | V-ATPase pH | NSD2 inh | HTR5A inv ag | Wnt act | dFosB act | CDK5 p35 inh | PvdQ acylase | MITF TRPM1 HTS | SR-BI DiI inh
10 | CC(=O)N1CCN(c2ccc(S(C)(=O)=O)cc2[N+](=O)[O-])CC1 | 0 | 0 | 37 | 0 | 8 | 10 | -0.3 | -11 | -2 | -2
11 | Cc1[nH]c2ccccc2c1/C=C/C(=O)c1ccncc1 | 5 | 1 | -3 | 5 | 4 | -3 | 0.5 | 0 | 47 | 20
12 | CCN(c1ccccc1)S(=O)(=O)c1cccc(C(=O)N2CCN(S(=O)(=O)c3ccccc3)CC2)c1 | 4 | 1 | -1 | 8 | -1 | -9 | -1.3 | -6 | 3 | -8

# Screen by screen, quoted from above.
# Entries 9 to 16 in HTR5A ag ctr read -2, 0, 5, 4, 1, 2, -4, 2
# Entries 9 to 16 in PvdQ acylase read 0, -11, 0, -6, 1, -7, 10, 5

# Following part.
17) O=C(CSc1ncccn1)N/N=C/c1cccc([N+](=O)[O-])c1
18) O=C(c1cc(Br)ccc1O)N1CCN(S(=O)(=O)Cc2ccccc2)CC1
19) CS(=O)(=O)c1ccccc1C(=O)Nc1ccccc1Cc1ccccc1
20) N#CCCN1CCN(S(=O)(=O)c2ccc(C#N)cc2)CC1
21) Cc1cc(S(=O)(=O)N2CCN=C2c2ccccc2)ccc1F
22) COc1ccc(-c2c(C)nn3c(N4CCC5(CC4)OCCO5)cc(C)nc23)cc1OC
23) CCC(=O)c1ccc(OCC(=O)N2CCN(C(=O)c3ccccc3)CC2)cc1
24) CCCCN(C(=O)C1CC(=O)N(c2ccc(C)cc2)C1)c1c(N)n(CCC)c(=O)[nH]c1=O (centres undefined)
assay / compound	17	18	19	20	21	22	23	24
HTR5A ag ctr	0	-1	3	3	-4	1	-2	0
V-ATPase pH	2	-4	-1	-3	-3	-1	-2	7
NSD2 inh	0	-1	-5	4	1	-1	-2	-3
HTR5A inv ag	4	3	-7	-22	13	10	-13	7
Wnt act	0	-3	0	2	.	-4	3	0
dFosB act	-1	-16	-6	-4	0	-9	0	-9
CDK5 p35 inh	1.0	-0.5	2.3	3.9	-0.1	-1.4	-1.4	-1.9
PvdQ acylase	-11	-8	10	5	4	-15	-18	-8
MITF TRPM1 HTS	10	-5	-3	-6	0	.	-3	3
SR-BI DiI inh	11	4	.	-20	0	39	17	-2

25) COc1ccc(OC)c(S(=O)(=O)N2CCCc3ccccc32)c1
26) CC(O)CNc1nc2ccccc2n1-c1ncnc2sc3c(c12)CCC3 (centres undefined)
27) NC(=O)c1sc2nnc(-c3ccccc3)c(-c3ccccc3)c2c1N
28) CN(C1CCCC1)C1CCN(C(=S)Nc2cc(F)cc(F)c2)CC1
29) COc1ccc(CN=CC2=C(O)CNC2=O)cc1
30) Cc1ccc(NC(=O)CN(c2ccc(Cl)cc2)S(=O)(=O)c2cc([N+](=O)[O-])ccc2Cl)cc1
31) Cc1ccc2c(c1)N(CC(=O)N1CCCCC1)C(=O)C(C)O2 (centres undefined)
32) Cc1cccc(S(=O)(=O)Nc2nc3ccccc3nc2NCc2ccco2)c1
assay / compound	25	26	27	28	29	30	31	32
HTR5A ag ctr	-2	2	13	9	3	-2	1	3
V-ATPase pH	-1	2	-2	3	-1	-3	1	1
NSD2 inh	-3	1	0	3	-2	0	-5	30
HTR5A inv ag	8	-4	-35	-25	12	-34	-3	-35
Wnt act	-4	-4	2	-3	.	-4	-5	.
dFosB act	-1	15	-6	-5	0	-3	4	-7
CDK5 p35 inh	-0.1	1.7	-0.6	1.9	-0.6	-7.2	-3.3	0.8
PvdQ acylase	-16	-18	-4	-4	-10	3	-17	-3
MITF TRPM1 HTS	-8	-3	-2	5	-1	-3	-2	-5
SR-BI DiI inh	-3	14	-17	-14	-6	9	.	-57

33) COc1cc2c(C#CCCCO)c(-c3ccsc3)oc(=O)c2cc1OC
34) CCCCCn1c(=O)[nH]c2cc(C(=O)NCCCN3CCCCC3C)ccc2c1=O (centres undefined)
35) O=C(CO/N=C/c1ccc(OC(F)F)cc1)NCc1cccs1
36) CCOC(=O)/C(=C\c1cccnc1)C(=O)c1cc(C(C)=O)c(Nc2ccccc2)s1
37) Cc1sc2ncnc(N3CCC(C(=O)Nc4ccc(Br)cc4Br)CC3)c2c1C
38) COc1ccc(N=C2SC(CC(=O)Nc3ccc(F)cc3)C(=O)N2Cc2ccco2)cc1 (centres undefined)
39) O=C(NC1CCC1)C1CCC(=O)N(Cc2cccc(F)c2)C1 (centres undefined)
40) Cc1cc(NC(=O)C(C)SCC(=O)Nc2cccc(S(=O)(=O)N3CCCCCC3)c2)no1 (centres undefined)
assay / compound	33	34	35	36	37	38	39	40
HTR5A ag ctr	-3	1	-1	-7	-2	-1	-1	4
V-ATPase pH	-23	-1	-1	-2	-4	2	-4	2
NSD2 inh	.	3	-3	.	-5	0	-4	1
HTR5A inv ag	-23	9	0	24	4	21	3	-13
Wnt act	0	-1	.	.	0	0	3	-3
dFosB act	-2	-11	-4	-18	-14	-2	-9	-4
CDK5 p35 inh	-1.2	0.5	0.2	1.4	0.0	-1.8	1.0	0.3
PvdQ acylase	-5	-7	-8	-4	-6	-19	5	-14
MITF TRPM1 HTS	-3	38	1	-98	-5	-8	4	-16
SR-BI DiI inh	?	-3	-14	12	32	11	-19	42

41) Cc1nn(C)c(C)c1NC(=O)CSc1nc(-c2ccccc2Cl)nc2c1cnn2-c1ccccc1
42) CCOc1ccc2nc(NC(=O)CSc3nc4c(c(=O)n(C)c(=O)n4C)n3C(C)C)sc2c1
43) Cc1cccc(NC(=O)CCNC(=O)c2ccccc2)c1
44) CNC(=O)CCn1nc(-c2ccccc2)c2ccccc2c1=O
45) CCOc1ccccc1N1CCN(C(=O)CNC(=O)c2sc3ccccc3c2Cl)CC1
46) Fc1ccc(-c2ccnc3nc(N4CCN(c5ccccc5)CC4)nn23)cc1
47) CC(=O)OCCN1CCN(C(=O)CN2C(=O)NC(c3ccccc3)(c3ccccc3)C2=O)CC1
48) CN(C(=O)c1ccc(S(=O)(=O)NC2CCCC2)cc1)C1CCCCC1
assay / compound	41	42	43	44	45	46	47	48
HTR5A ag ctr	0	1	8	1	-1	-3	0	1
V-ATPase pH	0	0	-1	-1	-1	-4	2	0
NSD2 inh	0	-1	-3	-1	-2	-4	-3	-2
HTR5A inv ag	9	-25	-31	-9	10	0	-1	-2
Wnt act	.	.	0	5	-6	0	0	0
dFosB act	122*	-10	-3	-1	-9	1	0	-9
CDK5 p35 inh	-0.1	0.2	-1.2	-1.4	1.1	0.2	-2.6	6.5
PvdQ acylase	-11	-9	-10	-15	-6	0	-22	15
MITF TRPM1 HTS	14	8	-1	17	-3	.	.	-3
SR-BI DiI inh	18	67	-3	-9	68	3	-12	1

49) CCN(CC)C(=S)SCC(=O)c1c(C)[nH]c2ccccc12
50) CCCCn1c(N)c(N(CCC(C)C)C(=O)CC2OC(=O)c3ccccc32)c(=O)[nH]c1=O (centres undefined)
51) N=c1c2c3c(sc2nc2n1CCCCC2)CCCC3
52) Cc1cc(C)n(CC(=O)N2CCCC(C(=O)c3cccc(OC(C)C)c3)C2)n1 (centres undefined)
53) CCSc1cc(C2C(C(=O)OC)=C(C)NC3=C2C(=O)CCC3)c(C)o1 (centres undefined)
54) CCC(=NCCc1ccc(OC)c(OC)c1)C1=C(O)CC(C)(C)CC1=O
55) CC(C)Oc1ccc(C(=O)NCCCNC(=O)c2ccccn2)cc1
56) C1CCN(Cc2nnnn2CC2CCCO2)CC1 (centres undefined)
57) COc1cc(NC(=O)COc2ccc(Cl)cc2)ccc1NC(=O)C(C)C
58) CN(C(=O)COC(=O)CCCN1C(=O)c2cccc3cccc(c23)C1=O)C1CCS(=O)(=O)C1 (centres undefined)
assay / compound	49	50	51	52	53	54	55	56	57	58
HTR5A ag ctr	-6	4	7	-2	0	-2	1	1	-2	-11
V-ATPase pH	3	1	-1	3	-1	0	9	4	2	6
NSD2 inh	-1	-4	0	-2	.	-5	0	0	-1	.
HTR5A inv ag	15	12	-17	-11	-16	2	-15	3	4	27
Wnt act	.	0	.	-7	-4	0	-1	-8	1	-1
dFosB act	0	-18	3	2	2	1	-7	2	-11	-3
CDK5 p35 inh	-7.3	-1.0	0.0	-0.4	0.0	-2.4	2.5	-0.5	0.7	2.8
PvdQ acylase	-20	-10	-19	11	-18	-12	-12	-18	-5	4
MITF TRPM1 HTS	0	-11	25	-15	20	2	13	-3	-2	13
SR-BI DiI inh	-3	.	-2	-1	4	-9	.	-5	.	-21

# Bioassay records as filed in PubChem BioAssay.
